# Growth percent in the NCI-60 one-dose screen (48 h, 10 µM unless noted): 100 = growth as untreated, 0 = no growth, -100 = all killed.
# A498 = A498 renal cancer cells. hit rate 5.4% among 76,000
# HT29 = HT29 colon cancer; AID 1794748; hit rate 7.4% among 81,000
# NCI-H460 = NCI-H460 lung cancer; hit rate 6.8% among 82,000; AID 1794736
# NCI-H322M = NCI-H322M lung cancer | hit rate 2.7% among 80,000
# NCI-H226 = NCI-H226 lung cancer. hit rate 3.5% among 79,000
# NCI-H522 = NCI-H522 lung cancer. hit rate 8% among 78,000. AID 1794739
# RXF 393 = RXF 393 renal cancer cells | hit rate 6.9% among 77,000
# COLO 205 = COLO 205 colon cancer | hit rate 7.3% among 79,000 | AID 1794742
# NCI-H23 = NCI-H23 lung cancer; hit rate 4% among 80,000
# * hit, by the source's call; · = not tested or not shown; & = joins results of further samples. Rule for the calls: active = growth percent below 10; inactive = the rest.
SMILES,A498,HT29,NCI-H460,NCI-H322M,NCI-H226,NCI-H522,RXF 393,COLO 205,NCI-H23
C=CCN1c2ccccc2Sc2cnccc21,90&56,100&91,105&101,86&105,83,87&95,107&106,98&100,99&112
COCCCn1cnn2c(=O)c3ccccc3nc2c1=O,119&90,108&108,117&105,109&114,100&97,99&116,119&107,120&115,114&101
Cn1c([N+](=O)[O-])cc[n+]1C,108,108,110,107,110,107,106,117,93
COc1ccc(-c2cc(-c3cccnc3)nc3sc4c(=O)n(-c5ccc(C)cc5)nnc4c23)cc1OC,89,105,100,98,93,101,101,102,98
O=C1CCC23OC=CC2C2(Nc4ccccc4NC2=O)c2c(F)cccc2N13 (stereo unspecified),119,92,109,97,101,81,113,117,94
Cn1ccnc1C(=O)/C=C/c1ccc(C(=O)Nc2ccc(NC(=O)CCNC(=O)c3csc(Br)n3)cc2)cc1,100,13,46,66,84,29,68,86,44
C#CCNC(C)=O,112,100,109,92,108,80,115,108,99
COc1cc2oc(-c3cccc(NC(=O)c4cccc(NC(=O)[C@H](C)NC(=O)OC(C)(C)C)c4)c3)cc(=O)c2c(OC)c1OC,75,82,61,93,73,76,·,80,69
O=C(CCN1C(=O)CCC1=O)Nc1nccs1,108,104,111,104,88,96,100,106,95
CC(=O)OCC(OC(C)=O)C1OC(c2ccccc2)OC(C(COC(C)=O)OC(C)=O)C1OC(C)=O (stereo unspecified),119,102,106,105,93,92,92,102,103
S=c1[nH]nc2sc3ccccc3n12,76,101,111,125,106,98,116,104,88
Cc1nc2c(cnn2-c2ccccc2)c(=O)n1-c1ccc(N2C(=O)C=CC2=O)cc1,92,105,102,102,96,92,103,117,101
S=c1nc(-c2ccncc2)[nH][nH]1,99,104,120,108,96,90,113,116,111
CC(=O)N1N=C(c2ccc3c(c2)OCO3)CC1c1ccc(C)s1 (stereo unspecified),82,99,108,122,101,·,104,115,99
c1ccc(N2CC3COc4ccccc4C3=N2)cc1 (stereo unspecified),·,92,101,·,81,82,93,101,77
CCSc1ncnc2c1ncn2C1OC(CO)C(O)C1O (stereo unspecified),61,19,15,43,63,19,37,21,25
Nc1nc2c(c(=O)[nH]1)C(c1ccc3c(c1)OCO3)C=C(C(=O)O)N2 (stereo unspecified),95,108,110,114,115,106,120,119,109
CNc1ccc(Cc2c[nH]c3ccccc23)cc1,110,106,108,119,105,68,106,·,98
O=C(CCC(C(=O)O)N1C(=O)c2ccccc2C1=O)Nc1ccccc1 (stereo unspecified),112,102,111,·,106,93,107,104,100
COc1ccc(NC2=C(Br)C(=O)C(C)=C(C)C2=O)cc1,94,117,100,90,76,88,102,115,80
CC(=O)Nc1ccccc1Cl,122,85,105,70,101,91,181,110,100
CC(C)C(/C=C/c1ccccc1)=N\NS(=O)(=O)c1ccccc1,·,101,103,90,110,·,107,98,100
O=C(NCCN1CCOCC1)Nc1ccc(-c2cc3c(Nc4ccc(Oc5cccc(C(F)(F)F)c5)c(Cl)c4)ncnc3s2)cc1,40,-69*,-40*,19,26,27,-20*,-57*,27
Clc1ccc(/C=C/c2nc3ccccc3nc2N2CCN(c3ccccc3)CC2)cc1,105,108,112,101,107,93,115,119,·
CCCCOC(=O)OCc1cc(=O)c(O)co1,110,101,101,94,94,91,113,111,95
CCC1C2C(=O)N3CCC4(C(=C2C(=O)OC)Nc2ccccc24)C13 (stereo unspecified),97,101,106,102,81,103,99,120,76
COc1ccc(N2N=C(c3ccc4c(c3)OCO4)CC2c2cccc(NC(=O)CCCNS(=O)(=O)c3ccc(F)cc3)c2)cc1 (stereo unspecified),68,61,51,76,67,-7.8*,67,65,74
N#Cc1c(C(F)(F)F)cc(Nc2ccc3nc(NCCN4CCCC4)oc3c2)n2c1nc1ccccc12,53,5.4*,99,87,83,58,55,39,81
Nc1nc(SCc2ccc([N+](=O)[O-])cc2)c2ncn(C3OC(CO)C(O)C3O)c2n1 (stereo unspecified),75,103,109,95,96,93,99,106,96
CC1(C)CC(=O)C2=C(C1)OC(C(=O)c1ccc(N=[N+]=[N-])cc1)C2c1cccc(Oc2ccccc2)c1 (stereo unspecified),110,99,112,111,·,98,·,101,107

# Given with two lines to a compound: 13 of the compounds above.
# Results follow in this order: A498, HT29, NCI-H460, NCI-H322M, NCI-H226, NCI-H522, RXF 393, COLO 205, NCI-H23
C=CCN1c2ccccc2Sc2cnccc21
→ 90&56, 100&91, 105&101, 86&105, 83, 87&95, 107&106, 98&100, 99&112
COCCCn1cnn2c(=O)c3ccccc3nc2c1=O
→ 119&90, 108&108, 117&105, 109&114, 100&97, 99&116, 119&107, 120&115, 114&101
Cn1c([N+](=O)[O-])cc[n+]1C
→ 108, 108, 110, 107, 110, 107, 106, 117, 93
COc1ccc(-c2cc(-c3cccnc3)nc3sc4c(=O)n(-c5ccc(C)cc5)nnc4c23)cc1OC
→ 89, 105, 100, 98, 93, 101, 101, 102, 98
O=C1CCC23OC=CC2C2(Nc4ccccc4NC2=O)c2c(F)cccc2N13 (stereo unspecified)
→ 119, 92, 109, 97, 101, 81, 113, 117, 94
Cn1ccnc1C(=O)/C=C/c1ccc(C(=O)Nc2ccc(NC(=O)CCNC(=O)c3csc(Br)n3)cc2)cc1
→ 100, 13, 46, 66, 84, 29, 68, 86, 44
C#CCNC(C)=O
→ 112, 100, 109, 92, 108, 80, 115, 108, 99
COc1cc2oc(-c3cccc(NC(=O)c4cccc(NC(=O)[C@H](C)NC(=O)OC(C)(C)C)c4)c3)cc(=O)c2c(OC)c1OC
→ 75, 82, 61, 93, 73, 76, ·, 80, 69
O=C(CCN1C(=O)CCC1=O)Nc1nccs1
→ 108, 104, 111, 104, 88, 96, 100, 106, 95
CC(=O)OCC(OC(C)=O)C1OC(c2ccccc2)OC(C(COC(C)=O)OC(C)=O)C1OC(C)=O (stereo unspecified)
→ 119, 102, 106, 105, 93, 92, 92, 102, 103
S=c1[nH]nc2sc3ccccc3n12
→ 76, 101, 111, 125, 106, 98, 116, 104, 88
Cc1nc2c(cnn2-c2ccccc2)c(=O)n1-c1ccc(N2C(=O)C=CC2=O)cc1
→ 92, 105, 102, 102, 96, 92, 103, 117, 101
S=c1nc(-c2ccncc2)[nH][nH]1
→ 99, 104, 120, 108, 96, 90, 113, 116, 111

# The list goes on:
SMILES,A498,HT29,NCI-H460,NCI-H322M,NCI-H226,NCI-H522,RXF 393,COLO 205,NCI-H23
CC(C)OC(=O)c1c2cc(F)c(F)cc2nn1Cc1ccccc1,89,59,98,98,95,52,70,94,75
O=C(Nc1ccccc1)c1cccc([N+](=O)[O-])c1,88,96,106,93,101,94,104,101,97
Cc1c(C(=O)C(SC(=S)N(C)C)SC(=S)N(C)C)nnn1-c1ccc(Cl)cc1,103,61,97,106,106,82,97,105,104
CCCCCCCCCCCCCCCCSC(=NCC)NCC,67,-61*,-84*,17,86,24,6.6*,-99*,39
CCOC(=O)C1C(C)=CC(=O)CC1CC (stereo unspecified),103,115,114,129,103,·,111,121,107
Cc1ccc(C)c2c1[nH]c1ccccc12,88,103,101,·,99,102,139,126,99
O=C(O)CCCN1C(=O)/C(=C/c2cnc(-c3ccc(Cl)cc3)s2)SC1=S,116,53,54,36,59,66,93,57,86
Cc1cc(C)n2[nH]c(=O)cc2n1,·,98,105,103,101,95,115,107,100
O=C(CCSCCC(=O)N/N=C/c1ccc(F)cc1)N/N=C\c1ccc(F)cc1,·,112,101,·,97,82,109,114,105
CCN(CC)C(=S)Sc1cccc2c1C(=O)c1ccccc1C2=O,94,89,93,·,85,60,108,106,87
Cc1ccc(S(=O)(=O)Nc2ccccc2C)cc1,95,95,114,97,107,87,112,103,102
COc1ccc(OC)c(-c2cc(-c3ccc(Cl)cc3)c3c(N)c(C(=O)c4ccccc4)sc3n2)c1,115,93,101,88,91,89,95,105,91
Cc1ccc2c(c1)/C(=N/c1nc(-c3ccc(Br)cc3)cs1)C(=O)N2,108,86,108,89,89,62,98,100,100
CCOCC(=O)NC(Cc1ccccc1)C(=O)O (stereo unspecified),114,103,108,98,101,90,107,117,100
COc1ccc(-c2nnc(-c3cc(Cl)cc(Cl)c3Cl)o2)cc1,90,95,100,95,98,84,118,106,92
Cc1ccc(C)c2c1sc1nn(CN3CCCC3)c(=O)c(=O)n12,109,85,101,90,90,85,90,102,83
Nc1ncnc2c1ccn2-c1cccc(NC(=O)Nc2cc(C(F)(F)F)cc(C(F)(F)F)c2)c1,108,100,116,99,104,93,113,112,102
Cc1cc(Cl)ccc1NC(=O)c1cc2ccccc2cc1O,-13*,81,2.8*,-1.7*,33,-8.4*,28,100,7.5*
COc1ccccc1NC(=O)CCl,108,122,109,104,93,101,115,117,91
CCSc1nc(NC)c2cc(F)c(F)c(F)c2n1,80,67,40,99,88,80,105,97,90
COc1ccc(-c2nc(SCc3nc4ccccc4[nH]3)nc(NC3CC3)c2C#N)cc1,56,97,95,87,103,80,58,115,99
N#Cc1c(-c2ccc(F)cc2)nc(SCc2nnc(-c3ccc(Cl)cc3)o2)[nH]c1=O,97,107,109,88,90,98,101,107,98
O=c1[nH]nc(-c2ccc(Br)cc2)c2sc(NC(=S)Nc3ccc(Oc4ccccc4)cc3)nc12,79,85,109,90,95,73,102,110,104
COc1ccc(-c2nc(-c3nc4ccc(C)cc4[nH]3)cc3c2[nH]c2ccccc23)cc1,68,30,33,·,64,15,28,47,39
Cc1nn(-c2ccccc2)c2c1C1C(=C(c3ccc(Cl)cc3)N2)C(=O)Nc2ccccc21 (stereo unspecified),73,53,53,69,78,46,58,82,82
COc1cc(Cn2c(C(F)(F)F)cc3c(Cl)ncnc32)ccn1,103,70,2.8*,-73*,72,56,33,80,-67*
C#CCNC(=O)[C@H](Cc1ccccc1)NC(=O)[C@]12CC[C@@H](C(=C)C)[C@@H]1[C@H]1CC[C@@H]3[C@@]4(C)Cc5c([nH]c6ccccc56)C(C)(C)[C@@H]4CC[C@@]3(C)[C@]1(C)CC2,·,89,104,94,90,88,94,98,95
Clc1nc2ccccc2cc1Cn1nnnc1Cc1ccccc1,·,94,99,·,84,66,107,105,83
C=C[C@@H]1C[C@H](O)Cc2ccccc2N1,100,·,107,125,111,121,120,117,104
Fc1ccccc1Nc1ncnc2onc(-c3ccccc3)c12,76,86,104,106,91,87,101,97,95
Cc1ccc2c(C3C4=C(CCCC4=O)OC3c3cc(=O)oc4ccc(C)cc34)cc(=O)oc2c1 (stereo unspecified),112,98,109,103,110,98,127,108,100
O=[N+]([O-])c1ccc(N/N=C(\c2ccccc2)c2ccc(O)cc2O)c([N+](=O)[O-])c1,90,96,111,105,101,103,103,109,94
COc1cc(N/C=C2/CC(C(=O)NCc3ccc(Cl)cc3Cl)NC2=O)cc(OC)c1OC (stereo unspecified),101,99,112,105,109,87,109,109,101
COc1cc(C(F)(F)F)ccc1-c1cc(-c2ccc(F)cc2)n[nH]1,95,93,92,91,81,·,92,·,·
Cc1c(C(=O)N=Nc2c(O)n(Cc3ccccc3)c3ccccc23)oc2ccccc12,·,106,75,82,·,78,92,114,87
Brc1ccccc1/C=N/Nc1ncnc2sc3c(c12)CCNC3,124,112,107,·,100,96,99,110,102
CC(C)(C)OC(=O)N1C(=O)c2c(c3c4cccnc4[nH]c3c3ccc4ccccc4c23)C1=O,114,108,105,100,104,100,109,108,·
COc1cc(C(=O)O)nc(SC)n1,96,100,100,94,101,95,103,112,92
Clc1ccc2c(NCCCCNc3nc(N4CCCCC4)nc4ccccc34)ccnc2c1,41,-14*,6.3*,6.9*,36,-19*,-63*,-64*,53
COc1cccc(-c2nn(-c3ccccc3)cc2-c2ccnc(NCCNS(=O)(=O)c3ccc(F)cc3)c2)c1,59,45,48,85,61,42,57,44,56
COc1ccccc1NCc1cccn1Cc1ccc(Cl)cc1,93,85,108,96,98,80,·,119,88
CCCn1c(=O)[nH]c(N)c(C(c2ccc(F)cc2)c2c(N)[nH]c(=O)n(CCC)c2=O)c1=O,92,98,108,98,95,76,102,105,100
CC(=O)Nc1nc2c(s1)C1=CC[C@H]3[C@@H]4CC[C@H]([C@H](C)CCCC(C)C)[C@@]4(C)CC[C@@H]3[C@@]1(C)CC2,98,117,109,103,106,101,108,114,99
Nc1nc2c(s1)CCc1cn(S(=O)(=O)c3ccccc3)cc1-2,73&80,106&106,101&95,114&94,83,93&82,110&100,108&106,104&94
COc1c2c(cc3c1C(CCc1ccccc1)N(C)CC3)OCO2 (stereo unspecified),-15*,-13*,1.6*,29,-1.8*,11,-12*,-57*,5.6*
O=C(OCC(=O)c1cc2ccccc2o1)c1ccc(NS(=O)(=O)c2cccs2)cc1,112,121,109,110,100,101,61,114,107
O=C(Nc1cccnc1Nc1ccc(F)cc1)c1cn(Cc2ccc(F)cc2)nn1,82,113,103,89,90,85,97,119,95
CCOC(=O)c1ccc(NC(=O)Nc2ncc(Cl)cc2Cl)cc1,92,95,93,99,95,-38*,100,130,94
COc1cc2nnn(-c3ccncc3)c2cc1OC,74,107,101,121,108,119,100,89,101
Brc1ccc(C2=Nn3c(Cc4ccccc4)nnc3SC2)cc1,100,98,105,91,94,86,76,113,104
CCC(=O)C(CC)c1ccc(C)cc1 (stereo unspecified),87,97,104,119,99,89,115,114,·
COc1ccc2c(c1)CC/C(=C\c1cccc(OCC(=O)Nc3nc4ccccc4s3)c1)C2=O,118,109,116,103,95,104,·,136,107
CCN(CC)Cc1cc(O)c(CN(CC)CC)cc1O,92,85,110,110,98,87,106,113,111
CCOC(=O)NCCCNC(=O)OCC,115,112,107,113,97,·,97,109,111
CCCC1(CC(=O)O)OCCc2c1[nH]c1ccccc21 (stereo unspecified),106,110,109,109,98,37,100,229,93
CC(C)(C)c1ccc(S(=O)(=O)Oc2ccc3c4c(c(=O)oc3c2)CCCCC4)cc1,-0.5*,16,43,86,57,-14*,48,37,43
O=C(/C=C/c1cc2ccccc2[nH]c1=O)c1ccc(Cl)cc1,14,6.1*,12,62,41,-58*,13,49,26
O=Cc1c(Cl)cccc1Cl,93,106,103,109,100,95,111,110,105
O=C(CN1C(=O)/C(=C\c2ccccc2)SC1=S)Nc1ncc(Cc2ccc(Cl)cc2)s1,107,110,103,103,·,95,114,115,100

# High-throughput results (PubChem)
